MC4R antagonist – antagonists of human melanocortin 4 receptor (MC4R); P32245; MC4R-expressing cells, MTII-stimulated cAMP, LANCE TR-FRET; inhibition, % at 6.5 µM; hit rate 0.48% among 360,000;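 active = inhibition above its plate's cutoff, the mean of tested wells on that plate plus 3 SD, cut at about 29% in these data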;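 also: 0% = Melanotan II alone and 100% = Melanotan II plus saturating MCL0020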
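System: U2OS-MC4R stable cell line; Technique: Eu-cAMP/anti-cAMP TR-FRET, emission 671 nm; Repeats: single well per compound; Also added: Melanotan II; Dosing: one concentration, 6.5 µM nominal; Schedule: 30-min compound, 1-h challenge, 1-h detection, room temperature.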
MC4R ag barr – human MC4R agonism via beta-arrestin; P32245; U2OS MC4R beta-arrestin complementation, luminescence; percent of melanotan II response, DMSO zero; activation, % at 8.9 µM; hit rate 0.98% among 360,000; AID 540308;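 active = activation above a per-plate cutoff, the mean activation of sample wells on that plate plus 3 SD, cut at about 8% in these data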
Vif imaging – blocks HIV Vif function; HEK293T cells, Vif self-association by quenched fluorescence, imaging, 24 h; inhibition, % at 7.49 µM; hit rate 0.35% among 340,000; AID 602346; in the data active = inhibition above about 50%, passing the limit was not always enough; also: some results filed as inactive read as strong as hits
Granule exo inh – lytic granule exocytosis inhibition. TALL-104 LAMP-1 surface exposure, flow cytometry; cells stimulated with thapsigargin and PMA. AID 651702. hit rate 0.66% among 360,000. inhibition, % at 10 µM;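 active = inhibition above about 55%, limit read from the data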
aDG glyco act – alpha-DG glycosylation activation; AID 624168; activation, % at 10 µM; Pro5-aDG cells, alpha-DG glycosylation AlphaScreen (IIH6); 0% Pro5, 100% B10-LARGE cell signal; hit rate 0.22% among 360,000;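 active = activation of at least 8% versus controls, or a plate z-score of at least 8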;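 also: Pro5 are CHO cells carrying HIG-tagged alpha-DG that lacks glycosylation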
NOD2-RIPK2 inh – inhibitors of human NOD2-RIPK2 interaction; CHO BLA complementation NOD2-RIPK2, CCF4 ratio; inhibition, % at 4.98 µM; hit rate 0.38% among 360,000; AID 624267; in the data active = inhibition above about 21%;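 also: 0% = vehicle only and 100% = reference blocker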
ABHD5-PLIN5 inh – ABHD5-PLIN5 protein interaction inhibition | Q00G26+Q8WTS1 | Split G. princeps luciferase complementation, luminescence, 4 h | inhibition, % at 4 µM | hit rate 0.78% among 360,000 | AID 602281;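 active = inhibition above the mean inhibition across every tested compound plus 3 SD, cut at about 22% in these data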;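 also: 0% = DMSO only wells and the 100% control is not disclosed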
TLR9-MyD88 block – blocks human TLR9 binding to MyD88; hit rate 0.21% among 340,000; CHO BLA complementation TLR9-MyD88, CCF4 FRET ratio; AID 504734; inhibition, % at 4.98 µM;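 active = inhibition above the mean over all tested compounds plus 3 SD, cut at about 21% in these data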;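 also: 0% = DMSO only wells and 100% = clavulanate BLA inhibitor control wells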
Target sequence (Q99836 whole entry, looked up): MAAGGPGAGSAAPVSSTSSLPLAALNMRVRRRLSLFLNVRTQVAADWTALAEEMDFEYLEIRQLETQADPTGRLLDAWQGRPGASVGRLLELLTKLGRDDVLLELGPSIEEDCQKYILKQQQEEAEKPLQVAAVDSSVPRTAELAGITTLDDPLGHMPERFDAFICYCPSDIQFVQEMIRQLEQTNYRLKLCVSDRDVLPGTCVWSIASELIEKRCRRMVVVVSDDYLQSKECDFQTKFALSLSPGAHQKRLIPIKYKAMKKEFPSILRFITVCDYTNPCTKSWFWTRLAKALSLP
Target sequence (Q9NR96 whole entry, looked up): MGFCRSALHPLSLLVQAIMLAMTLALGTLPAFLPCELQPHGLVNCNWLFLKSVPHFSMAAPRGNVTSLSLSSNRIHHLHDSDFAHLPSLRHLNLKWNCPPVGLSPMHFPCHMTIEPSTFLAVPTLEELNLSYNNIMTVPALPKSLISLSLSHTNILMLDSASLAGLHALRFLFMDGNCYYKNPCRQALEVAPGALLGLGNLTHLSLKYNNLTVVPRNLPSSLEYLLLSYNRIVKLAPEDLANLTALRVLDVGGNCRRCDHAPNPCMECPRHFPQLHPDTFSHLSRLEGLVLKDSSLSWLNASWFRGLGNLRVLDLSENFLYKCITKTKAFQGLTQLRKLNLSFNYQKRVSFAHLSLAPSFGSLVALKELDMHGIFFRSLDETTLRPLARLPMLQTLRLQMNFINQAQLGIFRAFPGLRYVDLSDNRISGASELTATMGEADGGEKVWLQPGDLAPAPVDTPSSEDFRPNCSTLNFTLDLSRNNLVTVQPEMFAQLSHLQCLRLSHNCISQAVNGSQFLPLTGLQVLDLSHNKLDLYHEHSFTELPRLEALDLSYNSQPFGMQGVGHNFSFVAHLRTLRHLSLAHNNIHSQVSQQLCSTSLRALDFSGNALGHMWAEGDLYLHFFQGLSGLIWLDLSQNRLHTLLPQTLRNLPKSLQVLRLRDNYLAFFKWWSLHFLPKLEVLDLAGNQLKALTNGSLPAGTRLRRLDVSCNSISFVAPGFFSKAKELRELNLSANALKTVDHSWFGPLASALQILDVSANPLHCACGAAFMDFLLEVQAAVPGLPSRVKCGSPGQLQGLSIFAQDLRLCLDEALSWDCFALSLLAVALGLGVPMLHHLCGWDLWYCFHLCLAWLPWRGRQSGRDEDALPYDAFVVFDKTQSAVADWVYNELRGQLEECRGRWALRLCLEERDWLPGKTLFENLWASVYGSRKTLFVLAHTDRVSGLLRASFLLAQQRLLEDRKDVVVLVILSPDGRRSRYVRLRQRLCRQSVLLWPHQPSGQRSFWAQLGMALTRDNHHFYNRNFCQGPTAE
ABCB6 inh MLPCN – blocks the human ABCB6 transporter; Q9NP58; K562-ABCB6 porphyrin accumulation, flow cytometry, 1 h; hits give low values; fluorescence ratio to DMSO, % at 10 µM; hit rate 0.19% among 360,000; AID 602162;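 active = fluorescence ratio to DMSO below 75%, the collection mean minus 3 SD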;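 also: signal is porphyrin accumulated inside mitochondria; 100% equals median channel fluorescence of DMSO control wells; lower ratio means ABCB6 inhibition with less porphyrin fluorescence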
N-glyco inh – N-linked glycosylation inhibition; D54 ERlucT glycosylation luciferase reporter, 24 h; percent of 100 nM tunicamycin response; reporter increase, % at 12.5 µM; hit rate 0.23% among 360,000; AID 588692;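 active = mean luciferase reporter signal, scaled so untreated is 0 and the glycosylation-blocking control 100, at or above a set limit in every replicate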;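 also: luciferase carries N-glycosylation sites so blocking glycosylation raises the light; 0% = median of neutral control wells and 100% = median of 100 nM tunicamycin wells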
The depositor's hits bear a star; . = not tested or not shown.

SMILES	MC4R antagonist	MC4R ag barr	Vif imaging	Granule exo inh	aDG glyco act	NOD2-RIPK2 inh	ABHD5-PLIN5 inh	TLR9-MyD88 block	ABCB6 inh MLPCN	N-glyco inh
CN(c1ccccc1)S(=O)(=O)c1cc(C(=O)NCCCn2ccnc2)ccc1Cl	-5.7	0.2	7.0	6.6	-0.2	-11.6	-5.8	4.8	94.0	-0.1
CC12CCC(=O)N1C(C(=O)OCC(=O)Nc1ccc(C(F)(F)F)cc1)CS2 (configuration not stated)	-1.5	-2.4	-4.7	0.7	0.0	5.5	-4.7	2.6	94.0	-0.5
Cc1cc(Cl)c2oc(C(=O)NCCC3CCCCO3)c(C)c2c1 (configuration not stated)	-10.3	-2.4	4.5	-0.9	0.8	-4.0	5.1	5.2	100.0	3.6
Cc1nn(-c2cc(C(F)(F)F)ccc2Cl)c2nc(C(Cl)(Cl)Cl)[nH]c(=O)c12	9.0	-1.2	-12.7	-3.0	-0.1	0.4	-1.1	7.7	95.0	2.2
Cc1ccc(C(=O)Nc2cccnc2)cc1S(=O)(=O)N1CCCCCC1	5.0	1.1	-20.4	1.0	-0.2	-4.1	1.4	-14.3	97.0	0.1
CCCc1cc(=O)oc2cc(C)cc(OCc3nn[nH]n3)c12	-4.8	-0.5	1.2	2.7	0.0	6.6	0.0	1.3	100.0	0.1
O=c1[nH]cnc2scc(-c3cccs3)c12	6.6	-1.7	-4.1	0.7	-0.1	-10.7	4.0	-3.3	92.0	1.9
COc1ccccc1Cc1c(-c2ccccc2)nc2c(C)cc(Br)cn12	.	.	.	-2.0	-0.2	0.1	-9.2	.	109.0	-1.6
O=c1[nH][nH]c2c1[C@@H](c1ccc(F)cc1)O[C@H](CCOCc1ccccc1)C2	.	.	.	3.4	0.0	-0.8	11.3	.	96.0	.
CCOCc1cc(CN2CCC(n3nccc3NC(=O)C3CC3)CC2)ccc1OC	3.3	-3.4	.	4.8	-0.3	-7.3	1.8	-2.2	97.0	-0.1
Cc1ccc(-c2csc3ncn(C(C)C(=O)O)c(=O)c23)cc1 (configuration not stated)	6.4	-1.0	7.8	3.7	-0.1	-5.2	-0.3	2.5	108.0	0.8
CCOC(=O)C1(CCc2ccccc2)CCN(C(=O)c2cnc(C)cn2)CC1	6.6	1.3	5.4	-2.6	-0.2	-14.2	-0.4	-0.2	98.0	-0.8
CCn1ccnc1CN(C)C(=O)CC1C(=O)NCCN1Cc1c(F)cccc1Cl (configuration not stated)	2.8	-1.4	6.9	4.3	-0.2	-8.9	-1.9	-4.7	101.0	1.9
CCOC(=O)c1c(NC(=S)Nc2ccccc2C)sc2c1CCC2	15.3	-1.9	-3.9	-2.0	-0.2	-3.6	-15.1	8.3	106.0	-2.4
O=C(CSC(=S)N1CCCCC1)c1ccccc1	-12.8	2.6	-14.7	4.0	0.1	-0.8	8.8	-2.9	92.0	-19.0
CC(NC(=O)CCNC(=O)c1ccccc1Cl)C1CC2CCC1C2 (configuration not stated)	19.8	2.5	-4.7	3.6	-0.3	-6.0	2.2	-11.8	98.0	1.7
Cc1ccc(Cn2c(CN3CCOCC3)nc3c2c(=O)n(C)c(=O)n3C)cc1	-0.8	-1.6	.	-1.4	0.3	1.5	-0.6	-4.0	92.0	.
C=CCn1c(SCC(=O)NCC2CCCO2)nc2scc(-c3ccc(OC)cc3)c2c1=O (configuration not stated)	-0.5	-3.5	4.0	0.9	0.5	5.2	-2.2	3.7	93.0	-3.6
COCCNC(=O)CC(NS(=O)(=O)c1ccc(NC(C)=O)cc1)C(C)C (configuration not stated)	12.6	0.4	3.7	2.2	-0.2	0.5	-3.6	-0.1	92.0	-0.1
O=C(Nc1nc(-c2ccc(F)cc2)cs1)c1cccnc1	9.5	1.5	-10.1	1.9	0.3	-4.5	-1.6	0.5	91.0	1.8
CCN1C(=O)/C(=C/c2nc3ccccc3c(=O)n2-c2ccccc2)c2ccccc21	4.9	1.1	4.6	11.7	-0.8	-6.5	2.1	-5.9	103.0	18.8
CCOc1ccc(C2C(C(=O)Nc3cc(C)on3)c3ccccc3C(=O)N2CCN2CCOCC2)cc1 (configuration not stated)	3.4	2.5	-6.9	-3.9	-0.1	-10.9	0.0	4.8	103.0	-0.4
Cc1ccc(C23CC4CC(CC(C(=O)N(C)C)(C4)C2)C3)cc1	1.0	-0.6	4.1	1.8	0.0	1.5	-23.2	-8.1	99.0	-1.2
O=c1c2ccccc2nc(-c2ccccc2)n1CCN1CCOCC1	1.6	2.0	14.3	4.2	-0.1	0.4	-2.5	-3.7	96.0	-0.8
COc1ccc2c(c1)CCc1c(C(=O)N3CCCc4ccccc43)noc1-2	-0.1	-1.6	-16.7	1.6	0.1	8.7	-1.7	-11.8	96.0	-0.3
CCCN(C(=O)c1ccc(S(=O)(=O)N2CCCC2)cc1)C1CCS(=O)(=O)C1 (configuration not stated)	0.9	-0.7	-4.0	1.6	-0.2	-6.1	-2.4	-1.7	92.0	1.4
COc1ccc(NC(=O)C2CC(=O)N(C(C)C)C2)cc1 (configuration not stated)	-3.0	-2.2	11.4	-2.8	0.0	-9.3	0.4	1.2	99.0	-0.6
COc1ccc2[nH]c(=O)c(CN(CCO)S(=O)(=O)c3c(C)ccc4nsnc34)cc2c1	-3.5	-1.1	1.1	0.7	2.0	-5.8	3.9	-6.9	99.0	-0.6
O=C(NCc1ccccc1)Nc1cccn(Cc2cccc(F)c2)c1=O	1.1	0.3	3.8	0.0	0.0	-2.1	-2.5	0.8	105.0	-2.9
O=C(Cn1nnc(-c2ccccc2)n1)NCc1ccc2c(c1)OCO2	2.3	-0.8	11.7	2.5	0.2	8.5	7.0	1.0	83.0	2.4
COc1ccc(N2C(=O)C3C4C=CC(C4)C3C2=O)c([N+](=O)[O-])c1 (configuration not stated)	2.7	-2.0	3.2	-0.4	0.2	-5.3	1.9	-1.2	94.0	-1.0
COc1ccccc1CC(=O)N1CCCC1	9.5	-0.4	.	-2.2	0.0	-1.9	-1.6	9.8	93.0	2.2
CC1=C(C(=O)NCc2ccccc2)C(c2cccnc2)n2ncnc2N1 (configuration not stated)	15.4	0.0	.	-3.5	-0.1	-5.6	-1.4	-2.2	108.0	-0.7
CC1=C(C(=O)OC2CCCCC2)C(c2ccco2)n2ncnc2N1 (configuration not stated)	8.5	1.1	1.5	-1.7	-0.1	5.8	0.6	4.1	97.0	-0.3
CN(C)S(=O)(=O)N1CCN(C(=O)c2ccccc2Cl)CC1	8.8	0.7	6.6	0.3	0.0	-12.2	12.5	0.7	102.0	1.9
CCOc1ccccc1NC(=O)c1cc2ccccc2oc1=O	5.8	0.7	1.3	-6.1	-0.1	-3.7	-1.5	-5.4	96.0	-1.5
Cc1ccc(NC(=O)c2ccc(F)cc2)nc1	-0.9	-2.5	2.5	-2.7	-0.4	0.2	-0.4	-3.0	97.0	-2.5
Cc1c(C(=O)NC(C)c2ccc(-n3ccnc3)cc2)cccc1[N+](=O)[O-] (configuration not stated)	10.7	-3.1	-11.5	1.6	-0.2	-6.1	-0.4	-4.4	100.0	-0.9
CC1(c2ccc(OC(F)F)cc2)NC(=O)N(CC(=O)Nc2cccnc2Cl)C1=O (configuration not stated)	5.2	-1.7	0.2	-2.4	-0.1	-9.8	-12.8	-4.7	97.0	3.6
CCOc1ccc(S(=O)(=O)NCCC(=O)N2CCN(c3ccc(OC)cc3)CC2)cc1	6.7	-2.3	6.2	-0.2	-0.1	-8.4	2.3	1.1	90.0	-2.0
CCc1ccccc1Nc1nc(N)nc(CSCC(=O)c2cc(C)n(C)c2C)n1	-6.7	-1.8	-3.1	1.5	0.0	-7.9	-0.1	3.0	94.0	0.5
CC(=O)Nc1ccc2sn(-c3ccccc3)c(=O)c2c1	3.1	-3.5	-1.0	59.8*	0.4	30.2*	84.8*	5.2	100.0	-1.2
O=C(O)c1ccc(Cl)c(S(=O)(=O)Nc2ccccc2N2CCOCC2)c1	19.6	-1.4	9.3	-2.1	-0.3	6.3	-4.0	0.3	102.0	-0.8
COc1ccc(NC(=O)CSCc2ccc(C)cc2)cc1	9.1	-2.3	-0.7	3.6	0.0	3.9	-0.8	3.1	101.0	-0.3
CC(Nc1nc(=S)nc(Nc2ccc(F)cc2)[nH]1)c1ccccc1 (configuration not stated)	-2.0	-1.4	-3.5	-2.7	0.9	4.1	-26.2	11.4	98.0	4.0
COc1ccc(/C=C2/N=C(c3cccs3)OC2=O)cc1OC(C)C	12.1	0.8	6.4	4.8	0.6	-13.1	-0.9	-3.3	103.0	1.1
COc1ccc(OCC(=O)N2CCc3ccccc3C2)cc1	6.1	-0.2	-3.8	-7.0	0.0	-2.0	0.8	-11.7	103.0	-1.1
Cc1ccc(OS(=O)(=O)c2ccc(-c3csc(C)n3)s2)c(C)c1	8.2	1.2	-23.6	45.6	-0.1	3.8	-5.0	-4.2	100.0	3.3
CCOC(=O)CN1C2=NCCCN2c2ccccc21	15.6	3.4	-1.2	0.3	0.0	-4.2	-0.3	-9.8	103.0	1.3
CC1(C)CC(=O)/C(=N/Nc2ccc(Cl)cc2)CO1	0.0	-1.9	-0.7	0.0	0.1	-3.3	-4.8	-4.4	99.0	-5.1

Going on with the list.
SMILES	MC4R antagonist	MC4R ag barr	Vif imaging	Granule exo inh	aDG glyco act	NOD2-RIPK2 inh	ABHD5-PLIN5 inh	TLR9-MyD88 block	ABCB6 inh MLPCN	N-glyco inh
NNC(=O)Cn1nc(-c2ccccc2)c2ccccc2c1=O	26.6	-0.4	3.6	-1.7	-0.1	-14.9	-10.8	-23.0	101.0	1.8
COc1cccc(C(=O)OCC(=O)Nc2sc3c(c2C(N)=O)CCC3)c1O	-1.1	3.8	-8.1	0.3	0.2	8.2	-7.9	-7.9	92.0	2.8
CC1(C)CC(=O)C=C(c2ccc(-c3cnc4ccccc4c3)cc2)C1=O	-4.9	-0.4	.	2.7	0.8	-4.7	-9.4	5.3	97.0	-11.5
CCC(=O)Nc1ccc(NC(=O)c2c(C)nc3ccccn23)cc1	-6.3	-1.0	4.9	-1.0	-0.3	4.6	-5.4	-8.9	100.0	-0.5
COc1ccc(NC(=O)CSc2nc(N)c(C(=O)Nc3ccc(N(C)C)cc3)s2)cc1	14.0	7.7	.	2.3	1.2	8.9	-8.9	2.3	99.0	-5.9
CCOc1ccc2c(=O)c(Oc3ccccc3)c(C)oc2c1	1.0	2.2	-3.8	-1.8	-0.2	-1.2	-3.9	0.5	95.0	-1.3
O=C(CSc1nnc(Nc2ccccc2F)s1)Nc1cccc(S(=O)(=O)N2CCCCC2)c1	14.4	-1.5	-11.8	-1.2	0.1	5.9	-7.3	-4.2	96.0	-2.7
CCN(C(=S)Nc1ccc(OC(F)F)cc1)C1CCCCC1	13.8	-2.3	-2.4	0.0	-0.1	0.5	-2.7	1.7	99.0	0.7

Screens (PubChem BioAssay)

Only part of the results is shown; count on the stated rates, not on these rows.
